EPAC2 agonist = qHTS for Agonist of cAMP-regulated guanine nucleotide exchange factor 4 (EPAC2): primary screen; Rap guanine nucleotide exchange factor 4 (Homo sapiens), Q8WZA2; EPAC2 activation, biochemical qHTS; response scale: 100% = 6.5 mM cAMP response; Potency, µM (top dose mostly 154 µM), inactives show at the top dose activation, most hits filed as activators; actives 0.079% (n = 360,000); AID 720711, 2013; also: potency is read from the fitted curve at half-maximal effect; nearly all actives have a fitted effect of over 50% in size
Target sequence (Q8WZA2 whole entry, looked up): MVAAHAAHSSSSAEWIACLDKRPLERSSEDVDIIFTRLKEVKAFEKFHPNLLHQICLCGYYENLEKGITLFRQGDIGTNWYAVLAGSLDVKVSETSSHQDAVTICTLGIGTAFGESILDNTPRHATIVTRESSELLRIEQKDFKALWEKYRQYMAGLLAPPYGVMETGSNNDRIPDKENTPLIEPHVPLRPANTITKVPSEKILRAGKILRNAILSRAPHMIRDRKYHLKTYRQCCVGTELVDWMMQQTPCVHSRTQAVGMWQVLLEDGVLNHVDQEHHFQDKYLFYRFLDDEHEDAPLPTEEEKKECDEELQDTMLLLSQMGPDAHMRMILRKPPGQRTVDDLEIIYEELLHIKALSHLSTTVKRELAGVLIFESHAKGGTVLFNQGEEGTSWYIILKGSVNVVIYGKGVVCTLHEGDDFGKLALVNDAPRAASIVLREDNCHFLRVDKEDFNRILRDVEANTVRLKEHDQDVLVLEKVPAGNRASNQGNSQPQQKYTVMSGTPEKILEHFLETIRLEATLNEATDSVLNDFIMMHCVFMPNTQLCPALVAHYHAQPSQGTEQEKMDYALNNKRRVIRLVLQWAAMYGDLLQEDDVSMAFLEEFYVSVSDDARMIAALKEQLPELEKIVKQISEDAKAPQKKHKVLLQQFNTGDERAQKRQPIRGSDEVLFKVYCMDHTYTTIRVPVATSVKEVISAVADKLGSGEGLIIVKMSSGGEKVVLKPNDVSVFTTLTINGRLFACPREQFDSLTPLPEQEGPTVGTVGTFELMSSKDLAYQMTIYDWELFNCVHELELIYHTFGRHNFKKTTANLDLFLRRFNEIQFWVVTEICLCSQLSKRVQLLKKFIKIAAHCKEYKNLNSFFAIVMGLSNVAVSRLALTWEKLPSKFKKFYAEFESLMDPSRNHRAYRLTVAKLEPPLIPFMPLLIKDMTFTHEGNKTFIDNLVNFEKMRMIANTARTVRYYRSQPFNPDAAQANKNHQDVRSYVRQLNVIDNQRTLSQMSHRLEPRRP
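Setup: EPAC2 100 nM, labeled Rap1B complex 250 nM, free GDP 50 uM. Compound titrations pinned in, brief spin, 5 min room temperature incubation. Kinetic fluorescence read over 30 min, normalized to 6.5 mM cAMP.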
D3 antag = qHTS of D3 Dopamine Receptor Antagonist: qHTS; actives 2.5% (n = 360,000); max response, negative = inhibition, %; D(3) dopamine receptor (Homo sapiens), P35462; D3R cells, DiscoveRx beta-arrestin luminescence, antagonist mode; active compounds read low; in the data active = max response below about -50%; inconclusive = no clear call, values can overlap the other calls; also: % is scaled to controls: 0 for no effect and ±100 for the full control effect; mostly tested at two doses, the higher about 12 µM
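Cells expressing the human receptor were seeded at 1500 cells/well, incubated overnight at 37 degrees C in 5% CO2, then exposed to library compounds with dopamine controls for 90 minutes at 37 degrees C before luminescent detection.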
TDP-43 yeast inh = qHTS of TDP-43 Inhibitors | TDP-43 expressing yeast growth rescue, BacTiter-Glo, 24 h | Potency, µM (highest dose often 46.1 µM), for the others: top-dose growth rescue (activation), usual class: activators | actives 1.8% (n = 410,000); also: potency is read from the fitted curve at half-maximal effect; % of control where 0% means no effect; nearly all actives have a fitted effect of over 50% in size
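Luminescence from BacTiter-Glo reports growth of TDP-43-expressing yeast after 24 hr at 30 deg C with compound. Cells were raffinose-pregrown to mid-log, then seeded in galactose medium at OD600=0.02.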
DRD3 agonist = qHTS of D3 Dopamine Receptor Agonist: qHTS; D3R DiscoveRx beta-arrestin cells, luminescence, 90 min; actives 0.58% (n = 410,000); AID 652048, 2013; max activation, %; D(3) dopamine receptor (Homo sapiens), P35462; in the data active = max activation above about 30%; also: 0% is about no effect; mostly tested at two doses, the higher about 12 µM
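Agonist-mode cell screen: cells plated at 1500/well and incubated overnight at 37 °C, then exposed to library compounds for 90 min at 37 °C. Detection reagent was added for 30–60 min at room temperature, and luminescence was read.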
aSyn rescue = qHTS of alpha-syn Inhibitors; Yeast expressing alpha-synuclein, growth rescue, BacTiter-Glo, 24 h; Potency, µM (highest dose often 46.1 µM), inactives show at the top dose growth rescue (activation), usual class: activators; actives 0.14% (n = 370,000); AID 652106, 2013; also: potency is read from the fitted curve at half-maximal effect; % of control where 0% means no effect; nearly all actives have a fitted effect of over 65% in size
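Readout is rescue of growth in alpha-synuclein-expressing yeast, so inhibitors of toxicity appear as activators. Growth after 24 hr at 30 deg C in galactose medium is quantified by luminescence.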
FUS yeast rescue = qHTS for Suppressors of FUS Proteinopathy: Primary screen using FUS-linked yeast assay; S. cerevisiae FUS-expressing, growth rescue, OD600, 24 h; Potency, µM (series often up to 76.6 µM), inactives show at the top dose growth rescue (activation), usual class: activators; actives 0.24% (n = 390,000);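 also: potency is read from the fitted curve at half-maximal effect; plate controls were DMSO vehicle for no effect and reference control for full effect; nearly all actives have a fitted effect of over 55% in size; some results filed as inactive show a strong effect at the top dose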
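Yeast expressing FUS under galactose induction, OD 0.005 in 2% galactose medium; compounds in a dilution series, 24 h at 30C. Growth rescue by absorbance at 600 nm; CP55940 positive control, DMSO negative.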
EPAC2 antag = qHTS for Antagonist of cAMP-regulated guanine nucleotide exchange factor 2 (EPAC2): primary screen | Rap guanine nucleotide exchange factor 4 (Homo sapiens), Q8WZA2 | EPAC2 GEF exchange of Rap1B-BODIPY-GDP, fluorescence | actives 0.18% (n = 360,000) | Potency, µM (doses to about 114 µM), without a hit: at the top dose activity, negative = inhibition, actives largely listed as inhibitors; also: potency is read from the fitted curve at half-maximal effect; % is scaled to controls: 0 for no effect and ±100 for the full control effect; nearly all actives have a fitted effect of over 45% in size; many of its hits are not listed in these tables
Abeta yeast res = qHTS for compounds that reverse cellular toxicity of Amyloid beta (A-beta) peptide in yeast: Primary Screen | actives 0.063% (n = 410,000) | Potency, µM (top dose mostly 46.1 µM), inactives show at the top dose growth rescue, hits mostly activators | yeast expressing A-beta42, growth rescue, OD600, 48 h; response scale: 0% DMSO, 100% iron-clioquinol control; also: potency is read from the fitted curve at half-maximal effect; nearly all actives have a fitted effect of over 55% in size
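Yeast A-beta toxicity model in growth medium with pinned compounds, 48 h at 30 C; growth read as absorbance at 600 nm. Normalized to FeCl3/clioquinol equimolar mix (positive) and DMSO (negative).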
Active calls of the source: *; ? = inconclusive; nt = not tested or not shown; [ ] = remark or other dose. Unless noted, calls follow the shape of the dose curve; as a rule, active = well fitted curve in the direction sought with a large enough effect; inconclusive = small, poorly fitted or top-dose-only effect, or another doubt; inactive = no such curve, though single readings can be large; an effect the other way counts as inactive or inconclusive. Only part of the results is shown. The share of hits here may be higher or lower than overall.

SMILES	EPAC2 agonist	D3 antag	TDP-43 yeast inh	DRD3 agonist	aSyn rescue	FUS yeast rescue	EPAC2 antag	Abeta yeast res
O=C(c1ccc2nc3ccc(Cl)cc3c(=O)n2c1)N1CCOCC1	8%	6	1%	10	-1%	10%	2%	9%
Cc1ccc(N=Nc2c(N)nn(-c3ccccc3)c2N)cc1	15%	-17	?	-10	-14%	16%	0%	-8%
CCN(CC)CCOC(=O)c1ccc(NC(=O)CNC(=O)c2ccccc2)cc1	8%	-13	-23%[1.82 µM]	-6	-11%	2%	-7%	-3%
Cc1noc(C)c1COC(=O)CCc1ccc(S(=O)(=O)N2CCCCC2)cc1	3%	-3	13%	7	8%	-2%	1%	15%
Cc1ccc(S(=O)(=O)/N=C2\SC(CC(=O)Nc3ccc(F)cc3)C(=O)N2c2ccccc2)cc1 (stereo unspecified)	-17%	15	1%	-4	-8%	nt	-12%	3%
O=C(NCc1nc(-c2ccc(C(F)(F)F)cc2)no1)Nc1cc(Cl)cc(Cl)c1	3%	-17	0%	-2	1%	-9%	-12%	-2%
Cc1ccc(-n2ncc(C(=O)N3CCN(c4cccc(C)c4)C(C)C3)c2C2CCN(C(=O)OC(C)(C)C)CC2)cc1 (stereo unspecified)	nt	nt	-5%	-9	nt	31%	nt	-6%
O=C(NCc1cccnc1)c1ccc2c(c1)N(Cc1ccccc1)CCS2	8%	5	-14%	-3	0%	19%	-9%	1%
CCOC(=O)/C(=C\c1ccc(OC(F)F)cc1)C1=Nn2c(nnc2-c2ccc(Cl)cc2)SC1	-14%	-90*	?	-9	10%	30%	-27%	5%
CCCCSc1nc2c(c(=O)n1CC)SC(C)C2 (stereo unspecified)	-6%	16	4%	-4	-4%	-10%	?	-13%
Cc1ccc(Cn2c(Sc3ncccn3)nc3c2c(=O)[nH]c(=O)n3C)cc1	-3%	16	-5%	-3	-3%	-4%	4%	6%
COc1ccc(C(=O)NC(C)Cc2c[nH]c3ccccc23)cc1 (stereo unspecified)	-6%	30	14%	-9	-2%	-2%	-14%	0%
Cc1cccc(C)c1NC(=S)NC(=O)c1cccc(Cl)c1	3%	-17	0%	-8	0%	33%	-10%	7%
O=C(NCc1ccco1)C(c1ccccc1)N(Cc1ccccc1)C(=O)Cn1nnc2ccccc21 (stereo unspecified)	6%	-2	-20%	-4	-3%	11%	18%	-7%
Cn1cc(C(=O)NCc2ccc(F)cc2)cn1	1%	14	-17%	3	-2%	13%	-6%	-5%
O=C(Nc1ccc2[nH]c(=O)[nH]c2c1)c1ccc(Br)o1	3%	2	6%	7	-3%	19%	6%	10%
O=C(COc1ccc2ccccc2c1)Nc1cccnc1Cl	5%	2	-4%	3	8%	-4%	5%	-3%
CCC[C@@H]1C[C@@H](C(=O)N[C@H]([C@@H](C)O)[C@H]2O[C@H](SC)[C@H](O)[C@@H](O)C2O)N(C)C1 (stereo partly specified)	-5%	?	26%	-44	1%	-28%	12%	-2%
CN(C)C(=O)c1ccc(N=Nc2c(O)c3ccccc3[nH]c2=O)cc1	3%	-14	-68%[inhibitor]	7	-57%[inhibitor]	12%	-1%	-55%[inhibitor]
COC(=O)CN1C(C)=Nc2ccc(Br)cc2C1c1ccccc1 (stereo unspecified)	13%	-64*	-4%	-3	-1%	3%	-1%	29%
CCOC(=O)Cn1nc(NC(=O)c2cc(OC)cc(OC)c2)cc1C	6%	3	15%	7	-7%	-4%	2%	16%
Cc1ccc(NC(=O)C2CCN(S(C)(=O)=O)CC2)c(C)c1	5%	0	4%	-4	1%	-34%	1%	-1%
Oc1c(C(c2ccccc2)N2CCCCC2)ccc2ccccc12 (stereo unspecified)	7%	33	?	2	14%	5%	-28%	6%
Cc1cc(C(=O)NCc2ccccc2)c2c(C)nn(-c3cccc(Cl)c3C)c2n1	nt	nt	-3%[9.22 µM]	-21	nt	-23%	nt	-16%
Nn1c(COc2ccccc2)nnc1SC(F)F	-3%	12	-14%	14	-8%	-16%	14%	-1%
O=C(CCCc1ccccc1)Nc1cccc([N+](=O)[O-])c1	12%	-11	?	-3	6%	5%	1%	-27%
COc1ccccc1-n1c(C)cc(SC)c(C(C)=O)c1=S	12%	0	13%	-3	0%	-54%[inhibitor]	11%	-1%[9.22 µM]
Fc1ccc(-c2noc3ncnc(NCCc4ccc(Cl)cc4)c23)cc1	nt	nt	-14%	-17	nt	-6%	nt	-16%
CCOC(=O)C1=C(C)NC(=O)NC1/C(C)=C/c1ccccc1 (stereo unspecified)	2%	14	-14%	6	6%	15%	-5%	3%
CCn1c(Cc2ccccc2)nnc1SCC(=O)Nc1ccccc1N1CCOCC1	6%	19	-4%	7	5%	30%	20%	-1%
Cc1nc(N)nc(OCC(F)(F)C(F)F)c1Br	-13%	-27	?	-7	-5%	8%	9%	-8%
Cc1oncc1C(=O)NC(C)C	9%	17	-22%	2	0%	-12%	4%	9%
COc1ccccc1Nc1nc(N)nc(-c2oc3ccccc3c2C)n1	7%	14	3%	-2	nt	8%	0%	8%
CC(=O)Nc1ccc(S(=O)(=O)NC2CCCCCC2)cc1	11%	-3	-6%	-10	3%	14%	-4%	7%
COc1cc2c(cc1OC)-c1cc(OCc3ccccc3Cl)nc(=O)n1CC2	12%	7	-7%	6	7%	13%	-21%	13%
CCOC(=O)C1CCCN(C(=O)Cn2cccc2C(=O)c2ccccc2)C1 (stereo unspecified)	3%	7	0%	2	0%	3%	8%	2%

Some entries already given, showing only D3 antag, FUS yeast rescue and Abeta yeast res:
SMILES,D3 antag,FUS yeast rescue,Abeta yeast res
CCOC(=O)C1=C(C)NC(=O)NC1/C(C)=C/c1ccccc1 (stereo unspecified),14,15%,3%
CCn1c(Cc2ccccc2)nnc1SCC(=O)Nc1ccccc1N1CCOCC1,19,30%,-1%

(listing goes on)
SMILES	EPAC2 agonist	D3 antag	TDP-43 yeast inh	DRD3 agonist	aSyn rescue	FUS yeast rescue	EPAC2 antag	Abeta yeast res
CN1C2CCC1CC(NS(=O)(=O)c1cc(Cl)c(Cl)cc1Cl)C2 (stereo unspecified)	1%	-23	-12%	-14	-2%	nt	7%	-10%
Cc1ccc(NC(=O)CSc2nnc(COc3ccc(Cl)cc3)o2)c(C)c1	nt	nt	4%	3	nt	42%	nt	-2%
CN(C(=O)CSc1ncccn1)C1CCS(=O)(=O)C1 (stereo unspecified)	9%	2	18%	2	-2%	-13%	0%	10%
C=CCn1c(COc2ccc(F)cc2)nnc1SCC(=O)NC1CCCC1	3%	2	-18%	-19	-9%	7%	-4%	8%
O=C(C1CCN(Cc2ccccc2)CC1)N1CCCC1	5%	-15	-11%	-13	-21%	-9%	14%	-7%
Cc1nnc(SCC(=O)NC2CCCCC2)n1N	-2%	20	19%	4	1%	nt	-6%	4%
O=C(O)/C(=C\c1ccco1)NC(=O)c1ccco1	7%	-7	-6%	1	0%	-20%	5%	-8%
CCC1CCCCN1C(=O)CSc1n[nH]c(-c2ccccc2)n1 (stereo unspecified)	nt	nt	-5%	0	nt	23%	nt	-7%
COC(=O)[C@@]1(Cc2ccc(F)cc2)[C@H]2c3cc(C(=O)N4CCCC4)n(CCO)c3C[C@H]2CN1C(=O)c1ccccc1	15%	33	3%	11	4%	25%	-1%	-11%
CCCn1c(=O)c2ccccc2n2c(SCC(=O)c3ccc(CC)cc3)nnc12	-7%	-22	2%	11	6%	-15%	6%	9%
O=C(NCc1ccccn1)Nc1ccc(Br)cc1	3%	2	11%	-3	-4%	4%	2%	1%
Cc1c(C(=O)N/N=C/c2ccoc2)cccc1[N+](=O)[O-]	2%	2	17%	2	-1%	18%	-2%	8%
Cc1nc(SCC(=O)NC2CCS(=O)(=O)C2)c2c3c(sc2n1)CCCC3 (stereo unspecified)	4%	-19	-13%	-6	3%	15%	-1%	0%
CCOC(=O)c1cc(NC(=O)c2cccnc2)cc(C(=O)OCC)c1	9%	-21	-10%	2	1%	15%	-5%	3%
CCCCC1=CC2=CC(=O)C(C)(OC(=O)CC)C(=O)C2=CO1 (stereo unspecified)	-9%	0	1%	4	-8%	?	0%	-29%
O=C(COC(=O)c1ccc(O)cc1)NCc1ccc2c(c1)OCO2	5%	6	-2%	-4	0%	18%	5%	13%
Cc1cc(NC(=O)c2ccccc2[N+](=O)[O-])ccc1Br	12%	0	-20%[9.22 µM]	-8	-9%	10%	-22%	-15%
CC(=O)N1C[C@H]2CON(C)[C@H]2C[C@H]1c1ccc(-c2ccccc2)cc1	14%	-16	12%	-8	-1%	-10%	6%	-6%
CCOc1cc(N2CCOCC2)c(OCC)cc1NC(=O)COC(=O)c1ccc(Cl)nc1	0%	5	-8%	6	-5%	7%	-6%	-3%
O=[N+]([O-])c1cccnc1N1CCC(c2cc(-c3ccc(Cl)cc3)n[nH]2)CC1	20%	?	?	-2	1%	?	-8%	14%
CCOc1ccccc1NS(=O)(=O)c1ccc(OC)c(OC)c1	-7%	-13	-23%	-8	-5%	13%	5%	5%
Cc1ccc(C(=O)N2CCC(C)CC2)cc1NC1=NC2CS(=O)(=O)CC2S1 (stereo unspecified)	6%	17	13%	-6	7%	-20%	4%	2%
O=C(Nc1cccc2ccccc12)N1CCN(Cc2ccccc2)CC1	9%	-20	6%	-10	7%	9%	11%	-8%
CC(C)CC(NC(=O)C1CCC(C)CC1)C(=O)NCc1ccco1 (stereo unspecified)	-5%	-3	-17%	0	-1%	-22%	-1%	-9%

Screening results from PubChem BioAssay.
